ATG4B inhibitor: blocks human ATG4B protease cleavage of LC3 substrate; Q9Y4P1; ATG4B cleavage of LC3-PLA2, NBD-HPC fluorescence, 1 h; inhibition, % at 8.33 µM; 340,000 compounds, 0.51% hits; AID 504462; in the data active = inhibition above about 40%
Target sequence (Q9Y4P1 whole entry, looked up): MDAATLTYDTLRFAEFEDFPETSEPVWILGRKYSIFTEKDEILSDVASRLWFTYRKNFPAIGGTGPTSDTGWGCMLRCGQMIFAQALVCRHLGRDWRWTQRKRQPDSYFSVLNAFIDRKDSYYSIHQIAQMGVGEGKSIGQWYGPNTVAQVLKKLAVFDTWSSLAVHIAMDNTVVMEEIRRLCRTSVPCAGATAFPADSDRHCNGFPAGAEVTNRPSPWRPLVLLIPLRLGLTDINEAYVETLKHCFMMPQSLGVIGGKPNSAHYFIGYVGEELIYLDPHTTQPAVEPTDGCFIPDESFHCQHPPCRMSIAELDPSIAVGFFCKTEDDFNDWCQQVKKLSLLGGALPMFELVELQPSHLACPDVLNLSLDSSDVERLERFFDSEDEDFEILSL
hIAP act: human IAP activation; activation factor at 10 µM; 330,000 compounds, 0.16% hits; P09923; purified human IAP, CDP-Star luminescence, 30 min; active compounds read high; 1 = vehicle-only enzyme, 0 = enzyme-free background; AID 2524;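 active = activation factor of the enzyme at least 2-fold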; note: the source names both 10 and 20 µM as test concentration; values of inactives mirror those of a sister screen read the other way
Target sequence (P09923 whole entry, looked up): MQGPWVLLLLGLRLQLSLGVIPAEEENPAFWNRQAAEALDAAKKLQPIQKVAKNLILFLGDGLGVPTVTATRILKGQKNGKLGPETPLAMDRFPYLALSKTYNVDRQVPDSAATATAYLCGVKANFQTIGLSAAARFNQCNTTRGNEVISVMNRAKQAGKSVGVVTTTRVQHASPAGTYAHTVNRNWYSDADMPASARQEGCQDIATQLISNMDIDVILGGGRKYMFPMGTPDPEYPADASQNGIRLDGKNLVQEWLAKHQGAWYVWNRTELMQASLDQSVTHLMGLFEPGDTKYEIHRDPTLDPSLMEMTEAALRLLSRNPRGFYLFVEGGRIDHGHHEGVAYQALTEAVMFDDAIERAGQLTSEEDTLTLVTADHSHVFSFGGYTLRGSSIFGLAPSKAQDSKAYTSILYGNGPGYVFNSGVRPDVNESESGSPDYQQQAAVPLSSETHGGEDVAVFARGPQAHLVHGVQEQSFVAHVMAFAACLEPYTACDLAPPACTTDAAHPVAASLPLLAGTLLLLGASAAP
A3A deaminase: human APOBEC3A DNA deaminase inhibition | recombinant A3A, FAM/TAMRA ssDNA deamination fluorescence | inhibition, % at 20 µM | 330,000 compounds, 0.41% hits | P31941;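 active = at least 40% inhibition at 20 µM here, with at most 30% in a related deaminase screen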;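 note: plate controls were A3A with DMSO for no effect and wells lacking A3A enzyme for full effect; some results filed as inactive read as strong as hits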
mIAP inh: mouse IAP inhibition; inhibition, % at 10 µM; purified mouse IAP, CDP-Star luminescence, 30 min; AID 2806; 330,000 compounds, 0.2% hits;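 active = inhibition of at least 40% at 10 µM in the primary screen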;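 note: plate controls were DMSO with enzyme for no effect and no enzyme wells for full effect; values of inactives mirror those of a sister screen read the other way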
PfG6PD inh: PfG6PD (Plasmodium falciparum) enzyme inhibition | 350,000 compounds, 0.78% hits | inhibition, % at 20 µM | PfGluPho enzyme, NADPH resazurin-diaphorase fluorescence;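 active = inhibition reaching at least a set limit at 20 µM in the primary screen, cut at about 59% in these data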;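 note: 0% = DMSO wells with substrate and 100% = DMSO wells lacking glucose-6-phosphate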
hIAP inh: blocks human intestinal alkaline phosphatase. inhibition, % at 10 µM. 330,000 compounds, 0.12% hits. AID 2544. purified IAP, CDP-Star luminescence, 30 min. P09923;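 active = inhibition reaching a set limit with compound at 10 µM in the primary screen, cut at about 35% in these data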;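 note: plate controls were DMSO wells with enzyme for no effect and no-enzyme buffer wells for full effect; values of inactives mirror those of a sister screen read the other way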
mIAP activ: increases mouse intestinal alkaline phosphatase activity; muIAP, CDP-Star luminescence, 30 min; active compounds read high; 1 = vehicle-only enzyme signal, 0 = enzyme-free wells; activation factor at 10 µM; 330,000 compounds, 0.24% hits; AID 2805;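 active = activation factor of at least 2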; note: the source names both 10 and 20 µM as test concentration; values of inactives mirror those of a sister screen read the other way
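Assay system: mouse IAP enzyme / Compound: DMSO-dissolved test compounds / Timing: 30 min, room temperature / Measured by: luminescence from enzymatic CDP-Star hydrolysis / Control set: DMSO-only wells, enzyme-free buffer wells as negative control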
HKDC1 inhibitor: blocks human hexokinase HKDC1 activity. Q2TB90. recombinant HKDC1, G6PDH/diaphorase resazurin coupled fluorescence. inhibition, % at 20 µM. 340,000 compounds, 0.16% hits. AID 493160;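 active = inhibition above about 35% when tested at 20 µM, limit read from the data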;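 note: plate controls were DMSO wells with enzyme for no effect and DMSO wells lacking enzyme for full effect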
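System: Recombinant HKDC1 hexokinase | Amount: HKDC1 at 5 µg/mL | Reagent: Glucose with 1 mM ATP | Doses: Single 20 µM dose | Incubation: Reaction time 90 min, room temperature, protected from light | Signal: Coupled resazurin fluorescence, excitation 525 nm, emission 613 nm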
* hit, by the source's call; . = no result given. An unsorted share of the library (roughly 2.4% active in at least one column).

ATG4B inhibitor	hIAP act	A3A deaminase	mIAP inh	PfG6PD inh	hIAP inh	mIAP activ	HKDC1 inhibitor	molecule
-6	1.5	-5	-3	-2	-46	1	-7	CC/C(=N\NC(=O)c1c(C)nc2ccccn12)c1ccccc1
2	1.1	4	10	37	-7	0.9	11	Cc1ccc2nc(COc3ccc(N(C)S(=O)(=O)c4ccccc4)cc3)cc(=O)n2c1
5	1	-3	3	-8	-2	0.97	11	CCc1ccc2oc(C(=O)Nc3ccc(S(N)(=O)=O)cc3)c(C)c2c1
7	1.1	-2	11	2	-5	0.89	3	CCN(CC)c1ccc(N2C(=O)/C(=C/c3cccnc3)SC2=S)cc1
6	1.1	-2	-24	-12	-5	1.2	-10	O=C(NCC1CCCO1)C1CCC(N2C(=O)c3ccccc3C2=O)CC1 (stereo not given)
-13	1.1	3	-10	10	-10	1.1	0	CN(C)S(=O)(=O)c1cccc(N=c2scc(-c3ccc4c(c3)NC(=O)CO4)n2CC2CCCO2)c1 (stereo not given)
-10	0.93	-2	0	-28	7	1	-18	Cn1nc(-c2ccccc2)cc1NS(=O)(=O)c1ccc(C#N)cc1
-1	0.96	2	0	-15	4	1	-2	CN(C)C(=O)N1CCC(C(=O)NCc2ccc(F)cc2)CC1
-4	0.96	-1	0	-2	4	1	-3	Cc1nc2sc3c(c2c(=O)n1N)CCC3
3	0.92	-3	4	-3	8	0.96	-9	CCCC(C(=O)NC(C)(C)CC)N(CC1CCCO1)C(=O)CNS(=O)(=O)c1ccc(F)cc1 (stereo not given)
1	.	1	-5	9	.	1	11	CCOC(=O)C1=C(C)c2ccccc2OC1(CC)C(=O)OCC (stereo not given)
4	0.8	-1	-5	5	20	1	6	Cc1cc(C)nc(N2CCN(CC(=O)NCc3ccccc3)CC2)n1
0	1.1	-2	4	-31	-10	0.96	15	COc1ccc(NC(=O)CNC(=O)c2ccco2)cc1S(=O)(=O)Nc1cc(C)ccc1Br
-10	1	3	-6	-3	-4	1.1	18	COc1ccccc1OCCC(=O)Nc1cccc(S(=O)(=O)N2CCCCC2)c1
-9	0.97	-5	-7	4	3	1.1	-7	COc1ccc(OC)c(-c2nc(C(=O)NCCCN3CCOCC3)cc3c2[nH]c2ccccc23)c1
11	0.99	-2	-3	-9	1	1	-4	NC(=O)C1CCN(Cc2nc3c(Br)cc(Br)cc3c(=O)[nH]2)CC1
2	1.1	-3	-5	-7	-5	1	-10	CN(C)CCOC(=O)CC12CC3CC(C1)CC(CC(=O)OCCN(C)C)(C3)C2
-7	0.94	2	7	12	6	0.93	3	COc1ccccc1OCC(=O)Nc1sc2c(c1C(=O)NCC1CCCO1)CCC2 (stereo not given)
-18	0.92	-2	3	-3	8	0.97	-1	CC1=C(C(=O)OC(C)C)C(c2c[nH]c3ccccc23)n2ncnc2N1 (stereo not given)
7	1.2	-4	0	1	-23	1	6	Cc1ccccc1CN1CCNC(=O)C1CC(=O)N(C)CCC1CCOCC1 (stereo not given)

Arranged by value in mIAP inh (rising): 4 from the list above.
ATG4B inhibitor	hIAP act	A3A deaminase	mIAP inh	PfG6PD inh	hIAP inh	mIAP activ	HKDC1 inhibitor	molecule
4	0.8	-1	-5	5	20	1	6	Cc1cc(C)nc(N2CCN(CC(=O)NCc3ccccc3)CC2)n1
-1	0.96	2	0	-15	4	1	-2	CN(C)C(=O)N1CCC(C(=O)NCc2ccc(F)cc2)CC1
-7	0.94	2	7	12	6	0.93	3	COc1ccccc1OCC(=O)Nc1sc2c(c1C(=O)NCC1CCCO1)CCC2 (stereo not given)
7	1.1	-2	11	2	-5	0.89	3	CCN(CC)c1ccc(N2C(=O)/C(=C/c3cccnc3)SC2=S)cc1

Carrying on:
ATG4B inhibitor	hIAP act	A3A deaminase	mIAP inh	PfG6PD inh	hIAP inh	mIAP activ	HKDC1 inhibitor	molecule
4	1	-5	3	-2	0	0.97	-9	CCN(CC)c1ccc(/C=N\NC(N)=O)cc1
22	0.91	61*	2	-2	9	0.98	0	Fc1ccc(Nc2ncnc3sc4c(c23)CCC4)cc1
-1	0.97	-3	3	1	3	0.97	-1	N#Cc1ccc(Cn2c(=O)oc3ccccc32)cc1
-5	1	-3	5	96*	-2	0.95	11	COc1ccc(CN(C)S(=O)(=O)c2nnc(NC(=O)c3cccc(OC)c3)s2)cc1
-2	0.81	2	-8	1	18	1.1	-8	COC(=O)c1cccc(NC(=O)Cc2ccsc2)c1
-1	0.92	-1	-3	7	8	1	-7	COc1cc(CCCN2C(=O)C(=O)NC[C@@H]2c2ccccc2)cc(OC)c1OC
-1	1.1	-4	10	-5	-8	0.91	-6	CN(C(=O)CN1C(=O)NC2(CCCc3ccccc32)C1=O)C1CCCCC1 (stereo not given)
-6	0.99	3	-3	11	1	1	0	CC(C)CC(c1nnnn1C1CCCC1)N1CCN(c2ccccc2F)CC1 (stereo not given)
-6	1.2	-3	-8	-1	-24	1.1	-5	COc1ccc(NC(=O)C2CCN(S(=O)(=O)c3ccc4c(c3)CC(C)N4C(C)=O)CC2)cc1OC (stereo not given)
-6	1.1	11	12	-25	-8	0.88	-7	Cc1cccc(S(=O)(=O)NNC(=O)c2cc(-c3ccc(F)cc3)nc3ccccc23)c1
-8	0.8	0	3	4	20	0.97	14	O=C(CCCC(=O)c1ccccc1)Nc1ccc(O)cc1
-5	1.1	4	-8	3	-7	1.1	-1	CCS(=O)(=O)N1CCN(C(=O)C(c2ccccc2)c2ccccc2)CC1
-22	0.84	37	-6	7	16	1.1	0	COC(=O)c1[nH]c2ccc(C)cc2c1NC(=O)CN1CCc2cc(OC)c(OC)cc2C1
-8	1.1	3	-5	19	-13	1	0	COc1ccc(CC(=O)N/N=C/c2ccc(-c3ccc(F)cc3)o2)cc1OC
3	0.95	-3	7	9	5	0.93	-3	Cc1c(-c2ccc(Cl)cc2Cl)nc2ccccc2c1C(=O)NCCN1CCOCC1
-15	0.89	-3	3	1	11	0.97	-1	O=C(CCc1ccccc1)NC1(Cc2ccccc2)CCN(CCc2cccs2)C1=O (stereo not given)
2	1.1	2	-12	3	-15	1.1	-4	O=c1oc2c(CN3CCCCC3)c(O)ccc2c2c1CCCCC2
-5	0.97	2	18	-22	3	0.82	10	O=C(NC(=S)Nc1ccc(S(=O)(=O)Nc2nccs2)cc1)c1ccc(F)cc1
-2	0.97	-1	0	-6	3	1	0	COc1cc(/C=C2/NC(=O)NC2=O)cc(Br)c1OCc1cccc(C(=O)O)c1
-1	0.87	1	13	122*	13	0.87	57*	Cc1[nH]c2ccccc2c1C(C#N)(C#N)C1C(=O)c2ccccc2C1=O
-8	0.93	-5	4	2	7	0.96	3	COCCNC(=O)c1cn(C)c2ccc(S(=O)(=O)N3CCCCC3)cc2c1=O
-1	0.94	0	4	-17	6	0.96	-2	Cc1ccc(C)c(N2CC(O)(c3cccs3)[N+]3=C2CCCC3)c1 (stereo not given)
-2	1.2	-4	1	2	-21	0.99	4	COc1cc(/C=C2\SC(N)=NC2=O)ccc1OCC(=O)Nc1ccccc1C
-5	0.82	0	5	-1	18	0.95	-9	N/C(=N\OC(=O)COc1ccc(Cl)cc1)c1cccnc1
-3	1	5	2	8	-2	0.98	-5	NS(=O)(=O)c1ccc(CCNC(=O)c2cncc(Br)c2)cc1
0	1.2	-4	-7	-13	-21	1.1	-6	Cc1ccc(S(=O)(=O)CCC(=O)NCCc2ccc(Cl)cc2)cc1
-10	1	2	1	8	-2	0.99	7	O=C(c1ccc(CSc2ccc(Cl)cc2)cc1)N1CCOCC1
.	0.95	-4	2	.	5	0.98	.	CCc1nnc(NC(=O)c2csc3c2CCC(C)C3)s1 (stereo not given)
2	0.96	-2	6	-5	4	0.94	-3	CC(=O)CCC(=O)c1ccc2ccccc2c1
-5	0.95	-3	-5	-7	5	1	4	Cc1ccc(S(=O)(=O)NC(C)CCc2ccccc2)cc1 (stereo not given)
-12	1.2	-5	-2	17	-18	1	-2	Cc1ccc(S(=O)Cc2ccc(C(=O)N3CCN(C(=O)c4ccco4)CC3)o2)cc1 (stereo not given)
-1	0.97	-4	1	-10	3	0.99	-1	Cc1cc(C(=O)OC(C)C(=O)NC2CCCCC2C)c(C)o1 (stereo not given)
7	0.85	-3	0	52	15	1	-8	COc1ccc(Oc2ccc(N/C=C3/CCCC3=O)cc2)cc1
-8	1	4	-10	-9	-5	1.1	-6	Cc1sc2ncn3c(C)nnc3c2c1C
-3	0.9	-1	-5	1	10	1	-2	COc1ccccc1NC(=O)COC(=O)CCn1c(C)csc1=O
-1	0.95	4	3	-2	5	0.97	3	CC(=O)NCCC1CCN(c2nc3nonc3nc2N(C)Cc2ccccc2)CC1
-4	0.97	-3	3	6	3	0.97	9	N#Cc1nc(-c2ccc(Cl)cc2)oc1N1CCCCC1
-9	1.2	4	-9	7	-15	1.1	-5	Cc1ccc(CNC(=O)COC(=O)[C@@H]2CC(O)CN2S(=O)(=O)c2ccc3c(c2)OCCO3)cc1 (stereo not given in full)
-5	0.92	3	-2	12	8	1	-4	COCCN(C(=O)COC(=O)C12CC3CC(CC(Cl)(C3)C1)C2)c1c(N)n(Cc2ccccc2)c(=O)[nH]c1=O
5	0.87	1	-9	10	13	1.1	5	COc1ccc(NC(=O)CN(C)C(=O)CCSc2ccc(F)cc2)cc1
-7	1	0	6	-5	-4	0.94	2	COc1ccc(CCNC(=O)CCC(=O)N2CCOc3ccccc32)cc1OC
-6	1.1	2	-7	-9	-12	1.1	-6	O=S(=O)(Nc1cccc(-c2ccc3nncn3n2)c1)c1cccs1
0	0.95	3	12	18	5	0.88	1	N#Cc1cc([N+](=O)[O-])ccc1NC(=O)COC(=O)CN1C(=O)C2CCCCC2C1=O (stereo not given)
-1	0.94	-4	1	-2	6	0.99	-6	Cc1ccccc1NC(=O)CSc1nnc(CNC(=O)c2ccco2)n1C
11	0.97	-1	0	67*	3	1	-10	CCOc1ccccc1NC(=O)CCCc1nc2ccccc2c(=O)[nH]1
4	1.1	-2	1	27	-5	0.99	-6	CCn1c(CNC(=O)Cc2ccc(OC)cc2)n[nH]c1=S
3	1.1	0	7	-15	-12	0.93	5	Nc1cccnc1Oc1ccc(F)cc1
-1	1.1	-3	8	25	-7	0.92	-5	COc1ccccc1N1CCN(/N=C/C=C\c2ccco2)CC1
5	0.94	2	-11	12	6	1.1	0	Cc1ccc(/C=C(\C#N)C(=O)Nc2cccc(C)n2)cc1
-1	1.1	2	2	-19	-7	0.98	-2	O=C1N=C(N2CCCC2)S/C1=C\c1ccccc1
2	1	-1	1	9	-4	0.99	6	CC(NC(=O)CNC(=O)c1sc2ccccc2c1Cl)c1cccnc1 (stereo not given)
15	1.2	-2	-4	-36	-15	1	2	O=C(O)C(F)=C1c2ccccc2-c2ccccc21
-5	1.1	-1	4	11	-14	0.96	-2	CCn1cc(C(=O)NCc2ccc(Cl)cc2)c(=O)c2cc(S(=O)(=O)N(C)C)ccc21
0	1.1	-3	-8	-5	-14	1.1	-11	CCN(CC)C(=O)CSc1nnc(-c2ccccc2)o1
17	1.2	-1	5	13	-19	0.95	17	Cc1nc2c(C(=O)NCc3ccc4c(c3)OCO4)c[nH]n2c(=O)c1Cl
0	0.94	-2	-2	-1	6	1	-8	CCn1cc(Br)c(C(=O)NN)n1
-10	1	4	-4	-25	-4	1	-5	Cc1ccc(-c2nn(C)c(=O)c3ccccc23)cc1CO
1	0.93	-3	0	13	8	1	20	COc1ccc(/C=C2\CCCC3C2=NN(C(=O)c2scnc2C)C3c2ccc(OC)cc2)cc1 (stereo not given)
-2	0.89	-1	11	10	11	0.89	-6	Cc1ccc(-c2csc(-c3ccncc3)n2)cc1

Screening results as filed in PubChem.
